SR-BI DiI inh: inhibitors of SR-BI mediated HDL lipid uptake, primary screen, ldlA[mSR-BI] cells, fluorescence, single point; Scavenger receptor class B member 1 (Mus musculus), Q61009; ldlA[mSR-BI] CHO cells, DiI-HDL uptake fluorescence, 3 h; actives 0.96% (n = 320,000); inhibition, % at 12.5 µM;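 active = mean replicate inhibition of at least 70% and a set share of replicates each scoring 70 or more; inconclusive = meets just one of the two criteria; inactive = fails both criteria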;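 note: 0% = median of neutral control wells and 100% = median of positive control wells; values of inactives mirror those of a sister screen read the other way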
Rtt109 Vps75: inhibitors of C. albicans Rtt109/Vps75 HAT, primary screen, biochemical, ThioGlo CoA-SH fluorescence, plate reader; Histone acetyltransferase RTT109 (Candida albicans (strain SC5314 / ATCC MYA-2876)), …; purified Rtt109/Vps75, 4 h; inhibition, % at 34.9 µM; actives 0.16% (n = 330,000); AID 540336, 2011;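 active = inhibition of at least 50% in every replicate; inconclusive = best replicate reaches 50% inhibition but some replicates fall short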
Target sequence (Q5AAJ8 whole entry, looked up): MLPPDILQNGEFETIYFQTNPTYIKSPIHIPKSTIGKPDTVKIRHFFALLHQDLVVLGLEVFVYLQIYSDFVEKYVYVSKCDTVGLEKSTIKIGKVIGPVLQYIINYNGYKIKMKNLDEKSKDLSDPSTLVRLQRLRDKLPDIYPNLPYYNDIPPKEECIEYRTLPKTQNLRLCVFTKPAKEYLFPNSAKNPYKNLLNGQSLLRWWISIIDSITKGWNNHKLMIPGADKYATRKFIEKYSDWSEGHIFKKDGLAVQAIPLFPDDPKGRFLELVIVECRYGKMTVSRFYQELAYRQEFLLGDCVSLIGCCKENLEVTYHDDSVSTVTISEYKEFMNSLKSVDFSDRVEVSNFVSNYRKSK
SR-BI DiI-HDL act: activators of SR-BI mediated DiI-HDL uptake, primary screen, ldlA[mSR-BI] CHO cells, DiI fluorescence | 3 h; 100 = double the neutral-control signal | activation, % at 12.5 µM | actives 0.096% (n = 320,000) | AID 504775, 2011;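 active = mean replicate activation of at least 60% and every replicate at or above 60%; inconclusive = mean or all-replicate condition met, but not both; inactive = mean below 60% and not all replicates reaching 60%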;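 note: 0% = median plate neutral-control signal and 100% = twice that signal; values of inactives mirror those of a sister screen read the other way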
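Material: SR-BI-overexpressing, LDLR-lacking CHO cells | Dosing: Single compound concentration, delivered by pin transfer | Probe or stimulus: Labelled HDL, 10 µg/mL | Signal: Bottom-read cell fluorescence after medium removal, ex 550/em 595 nm | Schedule: 3 h, 37 °C | Evaluation: HDL uptake via cellular fluorescence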
NSD2 inh: NSD2 histone methyltransferase inhibitors, primary screen, biochemical, AlphaScreen, single concentration, set 2; Histone-lysine N-methyltransferase NSD2 (Homo sapiens), O96028; NSD2 peptide methylation, 120 min; inhibition, % at 12.5 µM; actives 0.54% (n = 310,000); in the data active = inhibition above about 50%
CAL PDZ FP-1: untagged CAL PDZ binding inhibitors, primary screen, biochemical, fluorescence polarization, HTS. purified CAL PDZ, TMR-peptide fluorescence polarization, 1 h. inhibition, % at 24.9 µM. actives 0.92% (n = 300,000). AID 602252, 2012;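 active = mean inhibition of at least 30% with at least half of replicates also reaching 30%; inconclusive = no clear call, values can overlap the other calls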;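 note: 0% = DMSO neutral control and 100% = excess unlabeled competitor peptide PRC23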
MITF TRPM1 HTS: activators of MITF-driven TRPM1 promoter reporter, primary screen, cell-based, SK-MEL-5, luciferase, single point; actives 0.75% (n = 300,000); activation, % at 12.5 µM; SK-MEL-5 TRPM1-promoter luciferase, 24 h; % of positive control, neutral wells = 0;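 active = mean activation of at least 80% with every replicate also reaching 80%; inconclusive = mean reaches 80% but some replicate falls short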;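 note: 0% = neutral control wells and 100% = parthenolide positive control wells; values of inactives mirror those of a sister screen read the other way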
CAL PDZ FP-2: CAL PDZ peptide-binding inhibitors, primary screen, biochemical, fluorescence polarization, Cer-tagged CAL PDZ, HTS | Golgi-associated PDZ and coiled-coil motif-containing protein (Homo sapiens), Q9HD26 | purified CAL PDZ, TMR-peptide fluorescence polarization, 1 h | inhibition, % at 20 µM | actives 0.02% (n = 330,000) | AID 504414, 2011;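 active = highest replicate inhibition of at least 40%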;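 note: plate controls were DMSO neutral control wells for no effect and unlabeled competitor peptide control wells for full effect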
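System: tagged CAL PDZ domain. Schedule: 1 h room-temperature incubation prior to read. Signal: fluorescence polarization (mP). Measure: percent inhibition from loss of millipolarization.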
PvdQ inh: P. aeruginosa PvdQ acylase inhibitors, primary screen, biochemical, fluorescence, plate reader and imaging, single point. inhibition, % at 10 µM. actives 0.063% (n = 340,000). AID 488965, 2010. purified PvdQ acylase. PvdQ acylase [Pseudomonas aeruginosa LESB58]; in the data active = inhibition above about 30%, passing the limit was not always enough; inconclusive = no clear call, values can overlap the other calls;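 note: 0% = vehicle neutral wells and 100% = reference inhibitor wells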
PfHsp90 set2: growth inhibition of PfHsp90-expressing yeast, primary screen, antimalarial PfHsp90 inhibitor project, S. cerevisiae, BacTiter-Glo luminescence, single point, set 2. BacTiter-Glo ATP, 48 h; yeast lacking PDR1 and PDR3 efflux regulators. inhibition, % at 9.4 µM. actives 0.32% (n = 310,000). AID 504621, 2011;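 active = every replicate shows inhibition above about 80%, whatever the replicate mean, limit read from the data; inconclusive = mean inhibition reaches the set limit but some replicate falls short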;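 note: 0% = DMSO neutral controls and 100% = 20 µM radicicol positive controls; yeast relying on Plasmodium falciparum Hsp90 in place of its own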
dFosB act: activators of delta FosB homodimer, primary screen, biochemical, fluorescence polarization, TAMRA-CDK5 oligo, single point. Protein FosB (Mus musculus), P13346. purified delta FosB; percent of positive-control signal above neutral wells. activation, % at 25 µM. actives 0.99% (n = 340,000). AID 493131, 2011;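 active = mean activation above about 17%, with every replicate also reaching it, limit read from the data, passing the limit was not always enough; inconclusive = only one of the two conditions met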;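 note: fluorescence polarization rise as delta FosB binds a TAMRA Cdk5 AP-1 oligo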
Target sequence (P13346 whole entry, looked up): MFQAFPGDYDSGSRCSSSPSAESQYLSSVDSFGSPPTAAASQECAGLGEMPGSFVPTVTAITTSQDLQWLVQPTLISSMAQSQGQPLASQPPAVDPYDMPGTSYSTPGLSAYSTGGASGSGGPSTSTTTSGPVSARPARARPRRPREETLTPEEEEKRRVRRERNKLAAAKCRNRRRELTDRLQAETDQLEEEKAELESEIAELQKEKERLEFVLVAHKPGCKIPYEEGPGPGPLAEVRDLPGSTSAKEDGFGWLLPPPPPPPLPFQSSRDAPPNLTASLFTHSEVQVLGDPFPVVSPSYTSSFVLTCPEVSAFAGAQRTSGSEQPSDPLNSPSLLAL
An asterisk follows results filed as active; ? = inconclusive; nt = no result given. This is a random part of the collection. Share with any hit: about 4.3%.

SMILES	SR-BI DiI inh	Rtt109 Vps75	SR-BI DiI-HDL act	NSD2 inh	CAL PDZ FP-1	MITF TRPM1 HTS	CAL PDZ FP-2	PvdQ inh	PfHsp90 set2	dFosB act
Cc1ccc(NC(=O)COC(=O)c2ccc(OCc3c(C)noc3C)cc2)cc1S(=O)(=O)N1CCOCC1	-1.5	0.5	1.5	-2.0	-5.8	-9.1	0.0	-4.8	-13.6	-0.8
COc1cccc(/C=N/NC(=O)CCCC(=O)Nc2ccc(Br)cc2)c1	10.9	-1.4	-10.9	-0.9	nt	3.5	-2.0	-12.1	2.0	-5.2
O=C(c1cc(-c2ccco2)nn1-c1cccc(Cl)c1)N1CCCCC1	14.0	4.9	-14.0	nt	nt	nt	-0.6	-24.0	-9.0	-0.1
CC(C)(C)C(=O)N(Cc1ccc(Cl)cc1)Cc1cccnc1	-14.9	9.8	14.9	-1.9	nt	6.9	-0.5	8.2	18.3	-4.5
O=C1NC2(CCCC2)C(=O)N1CC(=O)N(Cc1ccccc1)c1ccccc1	-0.6	0.5	0.6	9.3	-2.2	2.0	-2.1	4.3	4.3	-4.6
NCCCC(=O)O	1.3	1.6	11.7	nt	-3.7	3.9	0.1	-8.1	-9.0	-0.6
COc1cc(/C=N/NC(=O)CNC(=O)c2ccc3c(c2)OCCO3)ccc1O	-24.3	10.2	24.3	4.7	-2.0	-5.1	-0.6	-15.7	-28.9	0.4
CCOC(=O)CCCc1ccc(/C(C)=N/NC(N)=S)cc1	?	-6.6	-77.3	-1.6	-3.4	-26.3	0.6	-4.1	3.4	-0.9
O=C(Cc1ccc(Cl)cc1)Oc1cccc2cccnc12	-29.4	-0.7	29.4	nt	-5.9	12.1	-0.5	10.7	-1.4	5.3
Cc1nc2ccccc2c(=O)n1/N=C/c1ccccc1O	15.6	-0.7	-15.6	-1.3	-14.1	19.3	-3.0	-9.5	1.7	1.6
O=S(=O)(NCCC1=CCCCC1)c1ccccc1Br	-14.2	37.8	14.2	-3.5	-1.0	4.0	-2.2	4.1	nt	-11.8
COC(=O)C[C@H]1c2cc(C(F)(F)F)ccc2S(=O)(=O)N1Cc1ccccc1	-11.9	-2.7	11.9	nt	0.1	2.1	-0.2	-2.2	nt	-1.4
Cc1cc(NC(=O)C(C)SCC(=O)N(C)CC(=O)Nc2ccccc2C(F)(F)F)no1 (stereo unspecified)	1.4	1.6	-1.4	0.3	-4.3	6.2	-2.2	-0.4	-3.7	-3.2
Cc1nc2ccc(NC(=O)C(F)(F)F)cc2o1	-15.7	-0.6	15.7	-1.7	nt	-1.5	0.4	-17.7	-31.9	-0.1
Cc1c(NC(=O)c2cccc(NC(=O)COc3cccc(Br)c3)c2)c(=O)n(-c2ccccc2)n1C	59.1	6.2	-59.1	-2.1	-5.3	-14.2	-1.2	-11.7	-8.7	-11.0
CCOC(=O)N1CCN(C(=O)C(CC)n2nc(C)c3sc4ccccc4c3c2=O)CC1 (stereo unspecified)	12.8	5.2	-12.8	6.9	-5.3	-18.5	nt	-12.3	-26.4	1.0
CN(C)C=Nc1c(C(=O)c2ccccc2)sc2nccc(N(C)C)c12	5.8	-2.9	-5.8	1.0	-9.0	1.1	0.0	15.0	11.4	5.1
O=C(O)c1cccc(NC(=O)c2cc(NC(=O)c3ccccc3)cc(NC(=O)c3ccccc3)c2)c1	-15.4	-6.7	15.4	0.2	-8.3	-1.4	-30.9	-10.0	-4.2	-19.7
O=C(CN(c1ccccc1F)S(=O)(=O)c1ccccc1)Nc1ccccc1C(=O)N1CCOCC1	-17.5	-5.1	17.5	-0.3	-3.6	-8.6	0.4	4.7	-4.1	-5.4
Cc1c(C(=O)NCc2ccc3c(c2)OCO3)oc2ccc(S(=O)(=O)N3CCC(C)CC3)cc12	42.7	6.1	-42.7	nt	-4.8	-20.9	2.0	-5.6	-3.5	-4.9
CC(C)Cn1c(=O)c2sccc2n2c(CCCC(=O)N3CCC(N4CCCCC4)CC3)nnc12	-18.7	-0.1	18.7	2.1	0.4	17.9	-0.8	-2.3	7.6	-0.3
Cc1cccc(C(=O)OC(C)CN2C(C)CCCC2C)c1 (stereo unspecified)	-14.1	-0.7	14.1	0.2	-1.1	1.4	-1.3	-6.0	9.9	7.6
Cc1c(Cl)cccc1NC(=O)c1cc(-c2ccccc2O)n[nH]1	9.7	6.0	-9.7	-6.1	-4.1	74.4	-2.5	0.2	26.3	-0.5
c1ccc2c(c1)oc1c(Nc3ccc4c(c3)OCO4)ncnc12	-10.2	-10.3	10.2	-3.2	-18.2	41.8	0.1	4.0	-3.5	-7.0
COc1ccc(C(=O)O)cc1S(=O)(=O)NCCCN1CCCC1=O	-8.3	-0.9	8.3	0.4	-4.0	-3.8	nt	11.6	-19.9	-5.4
Further results
SMILES	SR-BI DiI inh	Rtt109 Vps75	SR-BI DiI-HDL act	NSD2 inh	CAL PDZ FP-1	MITF TRPM1 HTS	CAL PDZ FP-2	PvdQ inh	PfHsp90 set2	dFosB act
CCCOc1ccccc1-c1nc(SCCC(=O)O)n[nH]1	-20.2	-12.1	20.2	-2.1	nt	-10.0	-1.4	-15.5	-4.2	-6.1
COCCNC(=O)C(c1ccc(C)o1)N(C(=O)c1snc(C(N)=O)c1N)c1cccc(C)c1 (stereo unspecified)	-10.0	-0.6	10.0	-1.1	-3.8	-11.9	-3.3	15.0	-10.9	-15.8
CC(=O)c1ccc(OCC(O)CN2CCN(Cc3ccccc3)CC2)cc1 (stereo unspecified)	-7.1	2.5	7.1	nt	-1.5	1.8	-1.9	2.8	2.7	-0.5
C=C(C)c1cccc(C(C)(C)NC(=O)NCCCn2ccnc2)c1	43.0	-5.2	-42.9	4.2	-1.9	0.6	-3.0	-17.6	8.2	2.2
C=CCNC(=O)COc1ccccc1C#N	-24.2	2.3	24.2	-0.6	-4.0	-1.0	-2.8	-11.4	-26.6	7.0
CCOCCOC(=O)c1ccc(NC(=O)C2COc3ccccc3O2)cc1 (stereo unspecified)	21.7	4.4	-21.7	-1.3	-7.1	nt	0.0	-3.9	-14.7	1.9
CC[C@]12c3[nH]c4ccc(OC)cc4c3CCN1C(=O)C(CC(=O)NCCCOC)C[C@@H]2C(=O)N1CCN(C(=O)c2ccco2)CC1 (stereo partly specified)	-24.8	9.1	24.8	nt	-1.7	-4.1	-1.2	4.4	-19.1	-3.5
CN1C(=O)NC2(O)C(=O)c3ccccc3C12O (stereo unspecified)	-8.7	-4.5	8.7	0.6	0.7	2.5	-1.9	-3.4	4.8	-1.8
Cc1cccc(NC(=O)C(=O)NCCc2c[nH]c3ccccc23)c1C	-3.6	-2.2	3.6	nt	-0.8	6.6	-0.3	-4.4	-10.5	-3.6
O=C(Cc1ccccc1)Nc1ccccc1C(=O)N1CCN(c2ccccc2)CC1	2.2	8.3	-2.2	23.4	-1.3	-5.6	-2.7	10.6	4.9	-1.1
CC(=O)Nc1cccc(NC(=O)Cc2ccc3ccccc3c2)c1	9.0	-1.5	-9.0	0.7	nt	-8.2	-1.2	-5.7	-19.3	-12.4
O=C(NC1CCCCC1)C1CCC(=O)N(C2CC2)C1 (stereo unspecified)	-15.3	-3.1	15.3	0.0	-0.7	0.6	9.2	2.2	11.7	-3.5
CC(=O)N(CCC1(c2ccc(C)cc2)CCOC(C(C)C)C1)Cc1ccco1 (stereo unspecified)	nt	14.2	nt	6.5	-4.1	17.8	11.9	-0.4	-55.1	-12.2
CCC(Cc1ccccc1)NC(=O)CCc1ccccc1 (stereo unspecified)	-30.5	-8.6	30.5	-2.3	0.4	1.3	nt	-13.0	12.5	-2.4
COCC(=O)NCCc1ccc(S(N)(=O)=O)cc1	31.2	5.0	-31.2	-1.6	-1.8	-3.7	-0.3	-9.7	-19.6	-4.1
O=C(Cn1ccc(C(F)(F)F)n1)N/N=C/c1ccc2c(c1)OCO2	-7.5	10.1	7.5	-0.4	-12.6	28.5	0.0	5.8	9.9	-1.7
O=C(CN1CCN(C(=O)N2CCCCC2)CC1)Nc1ccc(F)cc1	-14.8	-8.7	14.8	-2.3	-0.3	-0.7	0.1	-2.5	17.5	-6.1
Cc1cc(C(=O)C(=O)N(C)C)c(C)n1-c1ccc(Cl)cc1	-1.1	0.9	1.1	0.9	-1.7	-15.6	-1.7	-12.8	6.7	1.3
CC(C)COc1cccc(-c2cc(C(=O)Nc3ccon3)c3ccccc3n2)c1	48.4	-8.2	-48.4	-3.5	-2.2	-0.4	-0.6	-6.1	-21.0	-18.4
COC(=O)C1=C(O)/C(=C\c2ccc(CNS(=O)(=O)c3ccccc3)o2)N=C1C	0.8	7.1	-0.8	2.8	-4.4	-4.0	-1.7	-9.2	-16.2	-9.0
CC(CCN1CCN=C1Nc1ccccc1)c1ccccc1 (stereo unspecified)	-19.5	8.6	19.5	nt	-1.4	7.9	0.1	4.7	0.1	2.7
COc1ccccc1C(=O)COC(=O)/C=C/c1ccccc1	13.3	16.5	-13.3	-4.9	-4.1	70.8	-2.4	4.8	2.9	-8.5
CC(=O)N1CCN(S(=O)(=O)c2c(C)n(C)c(=O)n(C)c2=O)CC1	-73.1	-9.2	nt	-2.0	nt	21.5	0.1	-13.8	3.0	-4.6

Exported with values under each structure: part of the list above.
Results follow in this order: SR-BI DiI inh | Rtt109 Vps75 | SR-BI DiI-HDL act | NSD2 inh | CAL PDZ FP-1 | MITF TRPM1 HTS | CAL PDZ FP-2 | PvdQ inh | PfHsp90 set2 | dFosB act
C=CCNC(=O)COc1ccccc1C#N
→ -24.2 | 2.3 | 24.2 | -0.6 | -4.0 | -1.0 | -2.8 | -11.4 | -26.6 | 7.0
CCOCCOC(=O)c1ccc(NC(=O)C2COc3ccccc3O2)cc1 (stereo unspecified)
→ 21.7 | 4.4 | -21.7 | -1.3 | -7.1 | nt | 0.0 | -3.9 | -14.7 | 1.9
